Screens: PubChem BioAssay, National Center for Advancing Translational Sciences (NCATS)
G9a block = G9a (human) methyltransferase inhibition. AID 504332. G9a H3K9 monomethylation, AlphaScreen, 2 h. Q96KQ7. 350,000 compounds, 8.8% hits. Potency, µM (highest dose often 102 µM), without a hit: top-dose activity, negative = inhibition, actives largely listed as inhibitors; also: % is scaled to controls: 0 for no effect and ±100 for the full control effect; nearly all actives have a fitted effect of over 75% in size
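Step 1: enzyme (final 20 nM) with compound, 15 min RT. Step 2: substrate peptide 500 nM and SAM 20 uM, 2 h RT. Step 3: anti-H3K9me1 antibody and AlphaScreen beads, 10 min, then plate read.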
APEX1 inh = inhibitors of human APE1 endonuclease. AID 2517. 350,000 compounds, 0.35% hits. Potency, µM (titrated, usually from 65.8 µM), for the others: at the top dose activity change, negative = inhibition, hits mostly inhibitors. recombinant APE1, TAMRA/BHQ-2 abasic DNA cleavage fluorescence. P27695;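 also: plate controls were vehicle for no effect and reference inhibitor for full effect; nearly all actives have a fitted effect of over 55% in size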
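Enzyme (0.75 nM final) and test compound are incubated 15 min at room temperature before adding 50 nM quenched THF abasic-site duplex. Cleavage dequenches TAMRA, followed at 525/598 nm over three reads one minute apart.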
Pol kappa inh = inhibitors of human DNA polymerase kappa. purified Pol kappa, fluorescent DNA synthesis assay, 10 min. Potency, µM (series often up to 107 µM), for inactives: at the highest dose activity, negative = inhibition, most hits filed as inhibitors. 400,000 compounds, 0.53% hits. Q9UBT6; also: % is scaled to controls: 0 for no effect and ±100 for the full control effect
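50 nM final substrate added after 15 min RT preincubation of 10 nM Pol kappa with compound; fluorescence read at 0 and 10 min.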
POLB inh = blocks human DNA polymerase beta activity; P06746; Pol beta primer extension/strand displacement, fluorescence kinetic; Potency, µM (top dose mostly 114 µM), inactives show top-dose activity change, negative = inhibition, most hits filed as inhibitors; 340,000 compounds, 1.3% hits; also: % is scaled to controls: 0 for no effect and ±100 for the full control effect
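Enzyme-only controls used 10 nM Pol beta; buffer lacking enzyme served as negative control. Compound preincubated 15 min, then 50 nM substrate added; 0 and 10 min reads at room temperature.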
Pol eta inh = DNA polymerase eta (human) inhibition | recombinant Pol eta, fluorescent DNA replication assay | Potency, µM (series often up to 114 µM), for inactives: at the top dose activity change, negative = inhibition, actives largely listed as inhibitors | 390,000 compounds, 1.2% hits; also: % is scaled to controls: 0 for no effect and ±100 for the full control effect
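Fluorescent replication assay: 50 nM final substrate added after a 15 min room-temperature compound preincubation with 10 nM enzyme. Signal taken at 0 min and again at 10 min.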
BAZ2B block = inhibitors of human BAZ2B bromodomain. AlphaScreen BAZ2B-H3K14Ac peptide displacement. Potency, µM (series often up to 114 µM), without a hit: top-dose activity change, negative = inhibition, usual class: inhibitors. 360,000 compounds, 4.4% hits. AID 504333; also: % is scaled to controls: 0 for no effect and ±100 for the full control effect; nearly all actives have a fitted effect of over 60% in size
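Compounds, titrated to a top concentration of 110 uM, were incubated 30 min at room temperature with preformed BAZ2B/acetyl-K14 H3 peptide complex (50 nM each). Proximity signal was measured by AlphaScreen after 20 min with beads.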
POLI inh = DNA polymerase iota (human) inhibition | 390,000 compounds, 1% hits | Potency, µM (series often up to 115 µM), inactives show at the top dose activity, negative = inhibition, usual class: inhibitors | Pol iota fluorescent replication assay, 10 min
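Fluorescent replication assay read twice, at 0 min and 10 min after adding 50 nM (final) substrate. Enzyme (10 nM) and compounds were first incubated 15 min at room temperature; enzyme-free buffer wells were negative controls.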
BLM helicase inh = blocks DNA unwinding by human BLM helicase. P54132. recombinant BLM DNA unwinding, fluorescence dequenching. Potency, µM (top dose mostly 56.1 µM), for the others: top-dose activity change, negative = inhibition, most hits filed as inhibitors. 350,000 compounds, 0.2% hits. AID 2528;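 also: plate controls were vehicle for no effect and no enzyme for full effect; nearly all actives have a fitted effect of over 35% in size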
JMJD2A Tudor = JMJD2A Tudor domain (human) inhibition; Potency, µM (doses to about 114 µM), for inactives: top-dose activity change, negative = inhibition, most hits filed as inhibitors; 390,000 compounds, 4.4% hits; AlphaScreen JMJD2A-Tudor / H3K4me3 peptide binding; also: % is scaled to controls: 0 for no effect and ±100 for the full control effect; nearly all actives have a fitted effect of over 50% in size
* hit, by the source's call; ? = inconclusive; nt = not tested or not shown; & = joins results of further samples; [ ] = remark or other dose. Calls follow the shape of the dose curve; as a rule, active = well fitted curve in the direction sought with a large enough effect; inconclusive = small, poorly fitted or top-dose-only effect, or another doubt; inactive = no such curve, though single readings can be large; an effect the other way counts as inactive or inconclusive. Potency is read from the fitted curve at half-maximal effect.

#1 CCOC(=O)c1cccc(NC(=O)CSc2nnc(C)n2CC2CCCO2)c1 (stereo not given)
#2 CN(C)c1ccc(-n2cccc2/C=N/n2cnnc2)cc1
#3 Cc1c(O)ccc(/C(Cc2ccc3ccccc3n2)=N\N)c1O
#4 CCSc1nc2[nH]ncc2c(=O)[nH]1
#5 CN1CCc2c(sc3c2c(=O)n(-c2ccccc2)c2nnc(SCc4ccc(F)cc4)n32)C1
#6 COc1ccc([N+](=O)[O-])cc1NC(C)C
#7 Nc1ccc2c3c(cccc13)C(=O)NC2=O
#8 Cc1ccc(C)c(Cn2nnc3c(=O)[nH]c(C4CCCN(C(=O)CC(C)C)C4)nc32)c1 (stereo not given)

Compound | 1 | 2 | 3 | 4 | 5 | 6 | 7 | 8
G9a block | 7% | ? | 8.9µM* | -1%[59 µM] | nt | 34%[59 µM] | 29%[12.7 µM] | 19%[59 µM]
APEX1 inh | 7% | 5% | -5% | ? | nt | 3% | ? | -4%
Pol kappa inh | -4% | 1% | -1% | -13% | 3% | -5% | 5%[60.1 µM] | 2%
POLB inh | 38% | 18% | 2% | 42% | nt | 29% | ? | -6%
Pol eta inh | 3% | -7% | -19% | -13% | -9% | -14% | ? | -5%
BAZ2B block | -4% | -36% | ? | 3% | nt | 3% | nt | -10%
POLI inh | -12% | 21% | 15% | 29% | -14% | 12% | ? | 2%[58.9 µM]
BLM helicase inh | -4% | 2% | -12% | -1% | nt | -1% | -21% | -4%
JMJD2A Tudor | -9% | -34% | ? | -19% | 15% | 19% | nt | -19%

#9 S=c1nc2c(n[nH]1)c1ccccc1n2CCc1ccccc1
#10 O=C(OCc1nnc(-c2ccc(Cl)cc2)o1)c1ccc(=O)n(Cc2ccccc2)n1
#11 NC(=O)c1ccc(F)cc1
#12 CSc1ccc(CCNC(=O)c2ccc3c(c2)nc2n3CCCCC2)cc1
#13 COc1ccc(NC(=O)NC23CC4CC(CC(C4)C2)C3)cc1OC
#14 CCN(C(=O)CCS(=O)(=O)c1cc2c(cc1Cl)NC(=O)CO2)c1ccccc1
#15 COc1ccc(CCNC(=O)c2c(C)oc3ncn(C)c(=O)c23)c(OC)c1
#16 COc1ccc(-c2cnn3c4c(c(C)nc23)CCN4C2CCCC2)cc1OC

Compound | 9 | 10 | 11 | 12 | 13 | 14 | 15 | 16
G9a block | 13% | -10% | -1% | -1%[59 µM] | -22%[59 µM] | 2% | -11%[59 µM] | ?
APEX1 inh | 56%[activator] | -8% | 0% | nt | -4% | 9% | nt | 8%
Pol kappa inh | -3% | 4% | -3% | 2%[60.1 µM] | -4% | -12% | -4% | -6%
POLB inh | 3% | 16% | 1% | 11% | 17% | -17% | 3% | 3%
Pol eta inh | -5% | 4% | -7% | -15% | -24% | -16% | -7% | ?
BAZ2B block | -27% | 11% | 2% | -5% | ? | -4% | 12%[57.1 µM] | 8%
POLI inh | ? | 2% | 16% | 2% | 0% | 10% | 30%[activator] | 19%
BLM helicase inh | -4% | -5% | 2% | 2% | -4% | 1% | 4% | -3%
JMJD2A Tudor | -27% | -2% | -17% | -20% | -30% | -23% | -7% | -17%

Four of these compounds in another layout:
(11) NC(=O)c1ccc(F)cc1
  G9a block: -1%
  APEX1 inh: 0%
  Pol kappa inh: -3%
  POLB inh: 1%
  Pol eta inh: -7%
  BAZ2B block: 2%
  POLI inh: 16%
  BLM helicase inh: 2%
  JMJD2A Tudor: -17%

(12) CSc1ccc(CCNC(=O)c2ccc3c(c2)nc2n3CCCCC2)cc1
  G9a block: -1%[59 µM]
  APEX1 inh: nt
  Pol kappa inh: 2%[60.1 µM]
  POLB inh: 11%
  Pol eta inh: -15%
  BAZ2B block: -5%
  POLI inh: 2%
  BLM helicase inh: 2%
  JMJD2A Tudor: -20%

(13) COc1ccc(NC(=O)NC23CC4CC(CC(C4)C2)C3)cc1OC
  G9a block: -22%[59 µM]
  APEX1 inh: -4%
  Pol kappa inh: -4%
  POLB inh: 17%
  Pol eta inh: -24%
  BAZ2B block: ?
  POLI inh: 0%
  BLM helicase inh: -4%
  JMJD2A Tudor: -30%

(14) CCN(C(=O)CCS(=O)(=O)c1cc2c(cc1Cl)NC(=O)CO2)c1ccccc1
  G9a block: 2%
  APEX1 inh: 9%
  Pol kappa inh: -12%
  POLB inh: -17%
  Pol eta inh: -16%
  BAZ2B block: -4%
  POLI inh: 10%
  BLM helicase inh: 1%
  JMJD2A Tudor: -23%

Additional entries follow:
#17 CC(C)[C@H](NC(=O)Nc1ccc2c(c1)OCCO2)C(=O)O
#18 CN(C[C@H](Cc1ccccc1)N(C[C@@H](Cc1cccc2ccccc12)N(CCc1ccccc1)N=O)N=O)N=O
#19 O=S(=O)(/N=C(\[O-])C[n+]1ccccc1)c1ccc(Cl)cc1
#20 O=C(CCN1C(=O)c2ccncc2C1=O)Nc1ccc2c(c1)OCCO2
#21 O=C(NCc1ccco1)c1ccc(S(=O)(=O)c2cccc(S(=O)(=O)N3CCOCC3)c2)cc1
#22 c1ccc(C2=NCCCN2)cc1
#23 Cc1c(NC(=O)c2nn(C)c(=O)c3ccccc23)c(=O)n(-c2ccccc2)n1C
#24 Cc1cccc(NC(=O)c2cc(N3C(=O)CCC3=O)ccc2Cl)n1

Compound | 17 | 18 | 19 | 20 | 21 | 22 | 23 | 24
G9a block | 5%[12.7 µM] | 4%[12.7 µM] | 12%[59 µM] | -10%[59 µM] | -27%[59 µM] | 7%[59 µM] | nt | 65%[activator][59 µM]
APEX1 inh | -1% | -3% | ? | 1% | -5% | 0% | nt | 2%
Pol kappa inh | -1% | 0% | 2% | 2% | -9% | -5% | -14% | -6%
POLB inh | -1% | -2% | 23% | -1% | -2% | 1% | nt | 2%
Pol eta inh | 3% | -3% | -1% | -8% | -1% | -7% | -6% | -16%
BAZ2B block | 9% | ? | -8% | -2% | -12% | nt | nt | -8%
POLI inh | 8% | 29% | 30%[activator] | 14% | ? | -26% | -6% | 9%[58.9 µM]
BLM helicase inh | 3% | -8% | -6% | 1% | -4% | 0% | nt | 1%
JMJD2A Tudor | -8% | ? | -15% | ? | -25% | -16% | -17% | -9%

#25 Cc1ccnc2nc(C(=O)OCCOc3ccc(F)cc3)nn12
#26 Cn1nc(C(C)(C)C)cc1C(=O)NCc1ccc2c(c1)OCO2
#27 CCCn1c(=O)c(-c2nc3ccccc3[nH]2)c(O)c2ccccc21
#28 C#CCOCCOCCOCCNc1nc(N2CCN(C(=O)[C@H](Cc3cc4ccccc4[nH]3)n3cc([C@@H](N)CC(C)C)nn3)CC2)nc(N2CCN(C(=O)[C@H](Cc3cc4ccccc4[nH]3)n3cc([C@@H](N)CC(C)C)nn3)CC2)n1
#29 Cc1cccc(C)c1-n1ncc(C(=O)NCCN2CCN(C)CC2)c1C1CCN(C(=O)OC(C)(C)C)CC1
#30 CCC1CCCCN1c1cc(C)nc2cc(-c3cccc(C)c3)nn12 (stereo not given)
#31 Cc1nn2c(nc(N3CCCCC3)c3ccccc32)c1C=O
#32 COC(=O)C1=C(C(=O)OC)[C@]2([C@@H]3CC=CCN[C@@H](Cc4ccccc4)C(=O)N3Cc3ccccc3)C=C[C@H]1O2

Compound | 25 | 26 | 27 | 28 | 29 | 30 | 31 | 32
G9a block | 22% | 11%[12.7 µM] | -26% | ? | 12%[59 µM] | 26%[59 µM] | 143%[activator] | nt
APEX1 inh | 23% | 0% | 0% | 4% | nt | -1% | 5% | nt
Pol kappa inh | -1% | -13% | -6% | -3% | -6% | -16% | -11% | -16%
POLB inh | 3% | 11% | 10% | 28µM* | 20% | -25% | 12% | nt
Pol eta inh | -16% | 4% | 1% | -3% | -10% | -15% | -21% | -19%
BAZ2B block | -6% | 0% | -2% | 45µM* | 45%[activator][57.1 µM] | 0% | 42%[activator] | nt
POLI inh | 120%[activator] | 30%[activator] | 70%[activator] | ? | -2% | -9% | 128%[activator] | ?
BLM helicase inh | 2% | -8% | -2% | 22µM* | 8% | -9% | -2% | nt
JMJD2A Tudor | -1% | -11% | -7% | 45µM* | -8% | -11% | 74%[activator] | ?

#33 C=C(C)C(=O)OCCCCCCOc1ccc(C(=O)O)cc1
#34 O=C(CCS(=O)(=O)c1ccc(Br)cc1)N1CCN(c2ccccc2Cl)CC1
#35 COc1ccc2cc(C(=O)C3CCCN(C(=O)c4snnc4C)C3)ccc2c1 (stereo not given)
#36 CCOC(=O)CN1C(=O)S/C(=C/c2ccc3c(c2)n(C)c(=O)n3C)C1=O
#37 CC(Sc1nccn1C)C(=O)Nc1ccccc1 (stereo not given)
#38 O=C1CCCc2cc(S(=O)(=O)NCC3CCC(C(=O)NCc4ccccc4Cl)CC3)ccc2N1 (stereo not given)
#39 CCOC(=O)c1c(C)[nH]c(C)c1C(=O)COC(=O)c1ccc(Cl)nc1
#40 CCOc1c2ccc(C(=O)NCc3ccc(OC)cc3)cc2nn1CCOC
#41 OC[C@@H]1[C@@H](c2ccc(Cl)cc2)C(c2ccccc2)=NN1c1ccccc1
#42 CNc1oc(/C=C/c2ccccc2)nc1C#N

Compound | 33 | 34 | 35 | 36 | 37 | 38 | 39 | 40 | 41 | 42
G9a block | 10%[12.7 µM] | 0%[59 µM] | 4% | 5%[59 µM] | nt | 19%[59 µM] | nt | 5%[12.7 µM] | 29% | 5%[59 µM]
APEX1 inh | -3% | -5% | ? | 19% | 12% | nt | 16% | 2% | -9%&-10% | 16%
Pol kappa inh | 25µM* | -9% | 2% | -7% | -14% | -8%[60.1 µM] | 0% | 8% | ? | -4%
POLB inh | 71µM* | 20% | 7% | 20% | 43% | 61% | nt | 14% | nt | 45%
Pol eta inh | 35µM* | -1% | -10% | 0% | -8% | -17% | -20% | -3% | -12% | -18%
BAZ2B block | ? | 0% | -12% | -3% | -26% | -8% | nt | 2% | nt | 3%
POLI inh | 14µM* | -1% | 26% | 8% | -9% | -6% | 17% | 16% | -9% | -27%
BLM helicase inh | -16% | -9% | -2% | 5% | 1% | -1% | nt | 2% | -14%[75.6 µM] | 2%
JMJD2A Tudor | 11µM* | -18% | -14% | -31% | -17% | -10% | -19% | -10% | 112%[activator] | 4%

Only part of the results is shown; the hit share may differ from the screen's.
